# High-throughput results from PubChem BioAssay.
# PI5P4Ka inh = inhibitors of human PI5P4K alpha | max response, % | PI5P4Kalpha enzyme, ADP-Glo luminescence, 60 min; stronger effect = lower value | P48426 | 330,000 tested, 1.2% active; active = max response of -50% or lower; inconclusive = between -30% and -50%; inactive = -30% or higher; note: value at the top dose of about 77 µM; % is set by controls: 0 for no effect and ±100 for the full control effect
# Target sequence (P48426 whole entry, looked up): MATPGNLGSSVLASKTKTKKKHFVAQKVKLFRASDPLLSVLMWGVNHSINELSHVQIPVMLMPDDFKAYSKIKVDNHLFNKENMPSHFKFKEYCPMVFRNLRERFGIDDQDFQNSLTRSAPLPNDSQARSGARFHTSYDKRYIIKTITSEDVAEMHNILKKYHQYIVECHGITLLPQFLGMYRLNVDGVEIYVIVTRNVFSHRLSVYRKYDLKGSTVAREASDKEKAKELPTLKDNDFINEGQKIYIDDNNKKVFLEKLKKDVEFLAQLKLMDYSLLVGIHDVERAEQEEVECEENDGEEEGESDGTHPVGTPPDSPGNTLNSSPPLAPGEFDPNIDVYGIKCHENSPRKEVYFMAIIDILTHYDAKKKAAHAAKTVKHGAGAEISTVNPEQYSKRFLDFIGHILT
#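 Human PI5P4Kalpha with substrate in 0.038 M HEPES pH 7.4, 0.28 mM EGTA, 0.1% CHAPS, 5% DMSO; reaction started with 5 microM ATP (final), 60 min at room temperature. ADP formed read by ADP-Glo luminescence.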
# HEK293 tox = cytotoxicity in counter-screen for GLP-1R inverse agonists; HEK293 cAMP-luciferase reporter cells, luminescence, 24 h; Potency, µM (doses to about 38.3 µM), for the others: at the highest dose activity change, negative = inhibition, most hits filed as inhibitors; 410,000 tested, 0.13% active;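 note: loss of luciferase light is scored as toxicity; potency is the fitted concentration of half-maximal effect; % is set by controls: 0 for no effect and ±100 for the full control effect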
#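 Cells in DMEM/10% Nu serum/1% pen-strep, 1536-well format. Pre-incubated 12 h, dosed with 23 nL compound, incubated a further 24 h. Luciferase detection, 12 min at room temp, luminescence.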
# EPAC1 agonist = EPAC1 (human) agonism. AID 720707. EPAC1 agonist qHTS, biochemical assay; response scale: 100% = response to 6.5 mM cAMP. 360,000 tested, 0.073% active. Potency, µM (titrated, usually from 154 µM), for the others: at the top dose activation, actives largely listed as activators. O95398; note: potency is the fitted concentration of half-maximal effect; nearly all actives have a fitted effect of over 60% in size
#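 Read-out is the fluorescence drop as BODIPY-GDP leaves Rap1B (480 nm excitation, 540 nm emission), recorded every 5 minutes over 30 minutes. Reactions held 100 nM EPAC1, 250 nM Rap1B–BODIPY-GDP and 50 uM GDP, with 6.5 mM cAMP setting full activation.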
# EPAC1 antagonist = antagonists of human EPAC1 | Potency, µM (highest dose often 115 µM), for the others: top-dose activity change, negative = inhibition, most hits filed as inhibitors | O95398 | 360,000 tested, 0.14% active | EPAC1 GEF assay, Rap1b-BODIPY-GDP exchange fluorescence;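 note: potency is the fitted concentration of half-maximal effect; plate controls were vehicle for no effect and positive control for full effect; nearly all actives have a fitted effect of over 50% in size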
# PTHR1 ag = PTHR1 (human) receptor agonism. Q03431. HEK293 GP2 PTHR1 cells, GloSensor cAMP luminescence, 1 h. Potency, µM (highest dose often 115 µM), inactives show at the top dose activation, most hits filed as activators. 410,000 tested, 0.075% active; note: potency is the fitted concentration of half-maximal effect; nearly all actives have a fitted effect of over 55% in size; some results filed as inactive show a strong effect at the top dose; inactives centre near -15; many of its hits are not listed in these tables
# Target sequence (Q03431 whole entry, looked up): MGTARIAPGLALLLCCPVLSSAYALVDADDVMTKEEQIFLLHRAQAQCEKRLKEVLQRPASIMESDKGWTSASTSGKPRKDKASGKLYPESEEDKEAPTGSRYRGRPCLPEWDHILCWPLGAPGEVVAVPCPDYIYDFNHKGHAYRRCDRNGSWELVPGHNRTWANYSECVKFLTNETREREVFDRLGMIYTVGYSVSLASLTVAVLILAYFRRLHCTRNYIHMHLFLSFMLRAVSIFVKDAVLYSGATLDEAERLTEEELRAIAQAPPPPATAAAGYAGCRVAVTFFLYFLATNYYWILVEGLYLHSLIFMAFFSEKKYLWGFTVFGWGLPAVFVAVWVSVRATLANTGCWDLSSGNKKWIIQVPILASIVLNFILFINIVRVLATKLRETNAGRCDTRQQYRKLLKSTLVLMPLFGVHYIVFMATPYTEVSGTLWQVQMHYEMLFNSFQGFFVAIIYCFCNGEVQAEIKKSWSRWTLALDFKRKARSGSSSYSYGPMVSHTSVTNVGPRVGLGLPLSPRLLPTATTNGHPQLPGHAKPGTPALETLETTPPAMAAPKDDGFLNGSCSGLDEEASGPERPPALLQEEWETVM
#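 HEK-293-derived GP2 cells expressing PTHR1 and a GloSensor cAMP reporter, 3,000/well, plated overnight, given luciferin plus IBMX (each 0.5 mM as added) for 1 h at 37 °C, then compound for 1 h at 37 °C. Luminescence was read after 15 min at room temperature.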
# GLP1R inv ag = inverse agonists of human GLP-1 receptor | P43220 | HEK293 GLP-1R CRE-luciferase, luminescence, 24 h; GLP-1R form is constitutively active | Potency, µM (doses to about 38.3 µM), for the others: top-dose activity change, negative = inhibition, hits mostly inhibitors | 410,000 tested, 1.6% active | AID 624417; note: potency is the fitted concentration of half-maximal effect; % is set by controls: 0 for no effect and ±100 for the full control effect; nearly all actives have a fitted effect of over 55% in size
#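 Constitutively active GLP-1R drives a cAMP-responsive luciferase in stably transfected HEK293 cells; test compounds are added after overnight (12 h) attachment and left 24 hr, and signal loss in luminescence marks inhibition.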
# GLP1R ag = activates the human GLP-1 receptor; P43220; HEK293 GLP-1R CRE-luciferase, luminescence, 4-6 h; cells express a hypersensitive GLP-1R form; Potency, µM (series often up to 45.6 µM), for the others: at the highest dose activation, most hits filed as activators; 380,000 tested, 0.007% active; note: potency is the fitted concentration of half-maximal effect; % of control where 0% means no effect
# IL2 activator = activators of IL-2. IL-2 activation reporter assay, cell-based qHTS; stimulated with anti-CD3/CD4/CD28 beads; in transgenic mouse T cells. 360,000 tested, 0.065% active. activation, % (series mostly up to about 46 µM); in the data active = activation above about 50%; inconclusive = mostly about 30% to 49%; note: 0% is about no effect
#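 EGFP and DsRed fluorescence is measured by plate cytometry in unstimulated transgenic mouse T cells exposed to compound for 60 minutes, then stimulated 18 hours at 37 degrees C with anti-CD3/anti-CD4 beads plus anti-CD28.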
# PLK1 PBD inh = inhibitors of human PLK1 polo-box domain binding; 360,000 tested, 2.8% active; Potency, µM, without a hit: max response, negative = inhibition, actives largely listed as inhibitors; AID 720504; Plk1 PBD binding of FITC phosphopeptide, fluorescence polarization; P53350; note: potency is the fitted concentration of half-maximal effect; series mostly up to about 57 µM; % is set by controls: 0 for no effect and ±100 for the full control effect; nearly all actives have a fitted effect of over 65% in size
# Starred values were filed as active, the others as inactive; i = inactive; ? = inconclusive; nt = not tested or not shown; & = joins results of further samples; [ ] = dose if it differs, or a comment. Unless noted, calls come from the whole dose curve; as a rule, active = well fitted curve in the direction sought with a large enough effect; inconclusive = small, poorly fitted or top-dose-only effect, or another doubt; inactive = no such curve, though single readings can be large; an effect the other way counts as inactive or inconclusive. Only part of the results is shown (hit frequency here may not be typical).
SMILES,PI5P4Ka inh,HEK293 tox,EPAC1 agonist,EPAC1 antagonist,PTHR1 ag,GLP1R inv ag,GLP1R ag,IL2 activator,PLK1 PBD inh
COc1cc(OC)c(NC(=O)c2ccoc2C)cc1Cl,nt,-5.5%,7.3%,-3.3%,-4.0%[57.5 µM],1.7%,4.2%,0.2,-20.0%
Cn1c(=O)c(C(=O)NCc2ccc(F)cc2)c(O)c2ccccc21,0.8,-9.1%,20.8%,-7.1%,-14.6%,18.8%,-2.1%,-0.2,-4.5%
CCn1c(SCC(=O)NC(C)(C)C)nc(O)cc1=O,-0.9,-11.1%,-2.4%,3.0%,i,2.6%,-5.4%,-2.2,-3.0%
CC1(C(=O)NCCC(F)(F)F)Cc2c(-c3cccc(C(F)(F)F)c3)ccnc2O1 (stereo not given),3.4,?,-9.2%,-7.6%,-27.7%,?,2.2%,-0.4,-11.4%
CCCCN1C[C@H](c2ccc(Br)cc2)[C@@H](CC(=O)Nc2ccc(Br)cc2)C1=O,-1.2,-13.5%,7.3%,-3.3%,-4.7%,?,4.4%,2.5,-3.9%
CN(CC(=O)Nc1ccc(Cl)cc1)C(=O)c1ccc(-n2cncn2)c([N+](=O)[O-])c1,4.5,-3.6%,1.2%,-3.0%,i,-2.7%,-10.7%,-1.4,-9.4%
COc1ccc(S(=O)(=O)N2CC(O)CC2C(=O)OCc2nc3sc(C)c(C)c3c(=O)[nH]2)cc1 (stereo not given),?,-0.9%[1.53 µM],-6.6%,33.2%[activator],16.4%,40.3%[activator],3.4%,-1.1,3.8%
O=C(NNc1c(F)c(F)cc(F)c1F)c1ccco1,-3.6,-5.8%,2.0%,-1.4%,-28.6%,15.2%,3.5%,0.2,0.3%
COc1ccccc1NC(=O)CCN1CCN(c2ccc(Cl)cc2)CC1,-0.2,2.4%,3.4%,-6.6%,-17.7%,?,3.7%,0.6,-19.3%
CCN(C(=O)c1cc(Cl)ccc1OC)c1ccccc1C,-3.9,-3.2%,-0.2%,8.6%,-17.7%[57.5 µM],?,-1.9%,1.6,-0.6%
COc1cccc(-c2cccc3c2NC(=O)C3(C)Cc2ccccc2F)c1 (stereo not given),18.1,0.8%,16.7%,1.3%,-26.1%,?,0.4%,-0.4,-8.0%
CN1C2CCC1CC(NC(=O)c1ccc(Cl)cc1)C2 (stereo not given),-3.0,-16.9%,5.4%,1.3%,i,-17.9%,-0.1%,-2.4,0.5%
NC(=O)c1c(/N=C/c2cccs2)sc2c1CCCC2,-15.5,-3.1%,3.4%,-5.3%,-12.8%,12.2%,7.4%,0.5,?
CCOC(=O)c1ccc(NC(=O)c2nc[nH]c2C(=O)N[C@@H](C)CO)cc1,-3.7,-18.3%,-11.7%,-10.4%,-21.8%,75.5%[activator],5.5%,-1.5,-8.7%
CCc1nnc(NC(=O)CSc2nnc3scc(-c4ccc(C)cc4)n23)s1,nt,8.3%,2.1%,-4.3%,1.8%[57.5 µM],-2.1%,-2.0%,-0.8,-8.4%
Cc1c(OCC(=O)NCc2cccnc2)ccc2c3c(c(=O)oc12)CCC3,2.0,-1.8%,-0.5%,4.1%,-6.4%,-50.0%,14.1%,-0.3,1.1%
O=[N+]([O-])c1ccc(N2CCCC2)cc1N1CCCC1,1.1,?,7.4%,-7.3%,13.8%,-19.8%,8.6%,-0.5,-8.8%
COc1ccccc1CCC(=O)NNC(=O)c1ccncc1,2.4,-10.6%,9.0%,-6.2%,i,22.6%,6.1%,0.3,6.2%
CS(=O)(=O)NCCSCc1c(F)cccc1Cl,-3.9,0.6%,-0.7%,11.4%,-1.0%[57.5 µM],1.5%,2.1%,-0.2,0.3%
CCc1nccn1S(=O)(=O)c1cc(OC)ccc1OC,1.0,4.2%,-18.6%,5.2%,-20.7%,37.7%,0.6%,-0.6,0.3%
CN(C)C(=O)Oc1cccc([N+](C)(C)C)c1,-2.4&-0.5,-1.5%&2.4%,-28.1%&5.3%,8.8%&4.0%,2.9%,3.1%&-18.4%,-5.3%&-3.3%&-0.4%,-0.3&-0.7,-1.0%&-2.9%
COc1cc(NC(=O)c2ccccc2Cl)c(OC)cc1NC(=O)CN1CCOCC1,8.5,1.3%,5.5%,-13.4%,-26.1%[57.5 µM],20.3%,29.5%,0.5,-6.0%
O=C(CSc1nc2ccccc2c(=O)[nH]1)N1CCOCC1,nt,2.7%,11.0%,10.2%,i,3.3%,-5.9%,-1.9,-6.6%
Cc1c(Cl)c([N+](=O)[O-])nn1CC(=O)Nc1ccc2c(c1)OCO2,-3.2,3.8%,-8.1%,13.9%,i,-11.1%,0.5%,0.9,1.7%
O=C(NCC(c1ccc(F)cc1)N1CCOCC1)c1cccnc1Sc1ccc(Cl)cc1 (stereo not given),-2.3,7.6%,0.6%,12.2%,-19.5%,?,-5.0%,-3.9,-6.9%
CCOC(=O)c1ccc(N2C(=O)c3n[nH]c(-c4ccco4)c3C2c2cccc(OC)c2)cc1 (stereo not given),nt,?,nt,nt,-29.9%,?,-4.8%,nt,nt
CCC(C(=O)OC)n1cnc2c(cnn2-c2ccc(Cl)cc2)c1=O (stereo not given),0.7,-0.1%,10.9%,-5.9%,-15.0%[57.5 µM],0.7%,-9.7%,0.6,-7.9%
COc1ccc(OC)c(C(=O)NC(CC(N)=O)c2ccc(N3CCCCCC3)c([N+](=O)[O-])c2)c1 (stereo not given),0.4,-23.1%,-5.2%,-1.0%,-1.2%,4.5%,-1.3%,-0.2,-4.9%
CCOc1ccc2[nH]c(=O)c(CN(CCO)C(=O)CC)cc2c1,3.4,3.9%,9.7%,-14.6%,-14.8%[57.5 µM],3.1%,0.2%,-0.3,-6.0%
Cc1[nH]nc2c1C(c1ccccc1F)NC2=O (stereo not given),0.1,-21.0%,-8.5%,3.8%,-12.7%,8.9%,-2.8%,0.7,5.0%
Cc1cc(C)cc(N(CCC#N)C(=O)COC(=O)C2CCN(c3ccc(C(F)(F)F)cn3)CC2)c1,18.2,?,-9.6%,-26.5%,i,?,4.8%,-4.3,0.2%
COc1ccc(OC)c(NC(=O)Nc2cc(C(=O)O)ccc2C)c1,-3.8,2.9%,14.1%,21.9%,i,4.0%,-0.4%,0.5,-11.8%
C=CCC[C@H](Cc1ccc(F)cc1)C(=O)OC[C@H](C)NC(=O)[C@@H](CC=C)CC(=O)N[C@H](CO)Cc1ccccc1,7.4,10.3%,-8.4%,-19.9%,-69.2%[inhibitor],?,8.1%,-1.3,-0.1%
Cc1sc2c(c1C)c(=O)n(-c1ccccc1)c(=O)n2CC(=O)NCC1CCCO1 (stereo not given),2.1,-23.0%,8.1%,2.2%,i,3.5%,-0.8%,-0.3,0.2%
CCCn1nnc(NC(=O)c2cccc(OCC)c2)n1,-0.1,-8.6%,-2.0%,?,i,1.9%,-9.8%,0.9,1.1%
Cc1cc(C(=O)NNC(=O)Nc2ccc(Cl)cc2)no1,2.7,15.4%,-0.6%,-1.8%,i,12.1%,5.9%,3.7,0.4%
CC(NC(=O)c1cccc(N2CCCC2=O)c1)c1ccc2c(c1)OCCO2 (stereo not given),4.8,-6.8%,-4.2%,2.0%,-12.1%[57.5 µM],-0.1%,7.2%,0.1,-0.6%
COc1cccc(NC(=O)CCCn2c(=S)[nH]c3ccccc3c2=O)c1,-5.9,-7.4%,-0.4%,-4.7%,-11.5%,30.9%[activator],0.4%,0.0,-8.7%
CN(C)c1ccc(/C=C2\C(=N)N3N=C(CC(=O)N4CCCCC4)SC3=NC2=O)cc1,?,136.2%[activator],7.7%,-8.7%,i,?,4.8%,20.2,66.3%[activator]
CCS(=O)(=O)N1CCC(C(=O)Oc2ccccc2Cl)CC1,0.4,4.9%,-2.9%,-16.9%,-7.4%,-4.5%,4.5%,-2.6,-8.3%
C/C(=N\N=C(N)N)c1ccc(Cl)cc1Cl,2.4,-5.2%[0.307 µM],3.8%,-13.2%,-1.5%,-6.4%[0.307 µM],-10.4%,-0.4,-11.2%
COC(=O)c1ccc(Cn2nnc3c(=O)[nH]c(C4CCCN(S(=O)(=O)c5cccc(Cl)c5)C4)nc32)cc1 (stereo not given),2.7,5.1%&-0.9%,-3.6%,13.5%,-12.4%&-26.5%,2.5%&2.6%,-2.5%,-3.1,-6.2%
COc1cc(/C=C/C(=O)c2ccc([N+](=O)[O-])o2)ccc1O,-12.3,1.4%,-15.1%,12.2%,-90.8%[inhibitor],3.8%,-3.2%,0.0,-28.8%
CCN(CC(=O)Nc1c(F)cccc1F)C(=O)c1nc2nccc(C)n2n1,0.7,4.6%,18.5%,8.0%,i,-8.2%,-4.1%,0.0,-9.7%
CC(C)Oc1cc(S(=O)(=O)N2CCCCC2)ccc1N,2.7,-6.3%,-2.6%,-19.8%,-13.6%,0.5%,18.2%,1.7,-5.5%
C=C(C)Cn1c(SCC(=O)N/N=C/c2ccccc2)nc2ccccc2c1=O,2.9,-18.3%,5.2%,-1.2%,i,-6.0%,6.6%,0.2,?
COc1ccc(OC)c(S(=O)(=O)NCc2ccc(N3CCN(C)CC3)cc2)c1,-2.4,0.4%,1.2%,-0.9%,i,-2.2%,3.1%,-2.0,2.9%
Cc1ccc(NC(=O)CSc2nnc(Cn3cnc4ccccc43)o2)c(C)c1,nt,13.3%,0.9%,-2.5%,i,3.6%,18.5%,-1.5,-5.5%
CSCCC(NC(=O)C1CCC(C)CC1)C(=O)NCc1ccco1 (stereo not given),-3.6,6.3%,1.2%,4.8%,i,0.0%,3.2%,1.5,-3.9%

# Some values from above.
# EPAC1 antagonist with Cc1ccc(NC(=O)CSc2nnc(Cn3cnc4ccccc43)o2)c(C)c1 = -2.5%
# PTHR1 ag with O=[N+]([O-])c1ccc(N2CCCC2)cc1N1CCCC1 = 13.8%
